# Anesthetic bind = binds horse apoferritin like a general anesthetic; P02791; apoferritin/1-aminoanthracene competitive binding, fluorescence; Potency, µM (top dose mostly 77.5 µM), for the others: top-dose activity change, negative = displacement, most hits filed as inhibitors; hit rate 0.074% among 350,000; AID 485281; further: potency means the concentration at half of the fitted maximal effect; on the % scale 0 is the no-effect control and ±100 the full control effect; nearly all actives have a fitted effect of over 20% in size
# Target sequence (P02791 2-175 limits assumed): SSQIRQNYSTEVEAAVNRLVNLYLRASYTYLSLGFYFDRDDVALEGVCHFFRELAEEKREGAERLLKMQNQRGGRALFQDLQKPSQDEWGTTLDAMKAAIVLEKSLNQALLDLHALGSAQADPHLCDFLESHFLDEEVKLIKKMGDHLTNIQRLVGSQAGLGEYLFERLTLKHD
#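 Horse-spleen apoferritin (10 uM) in 50% saturated 1-aminoanthracene in PBS was incubated 10 min at room temperature with compound. Fluorescence (ex 380, em 535 nm) was normalized to free and bound 1-AMA, with concentration-response fitted by a four-parameter Hill equation.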
# LDHA inh = LDHA (human) enzyme inhibition; P00338; purified LDHA, NADH/diaphorase-resazurin fluorescence; active compounds read low; activity change, % (values are at about 110 or 230 µM); hit rate 0.15% among 480,000; in the data active means activity change below about -30%; inconclusive means mostly about -25% to -30%;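 further: plate controls were DMSO wells for no effect and wells without enzyme for full effect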
#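 Human LDH5 at 2 nM final in Tris HCl pH 7.4 with 0.06 mM NADH and 0.2 mM pyruvate, reacted 5 minutes at room temperature. Remaining NADH coupled via diaphorase/resazurin; resorufin fluorescence read at 0 and 20 minutes, normalized to enzyme-free and DMSO wells.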
# Pol beta inh = inhibitors of human DNA polymerase beta; P06746; Pol beta primer extension/strand displacement, fluorescence kinetic; Potency, µM (doses to about 114 µM), inactives show top-dose activity change, negative = inhibition, actives largely listed as inhibitors; hit rate 1.3% among 340,000; AID 485314; further: potency means the concentration at half of the fitted maximal effect; on the % scale 0 is the no-effect control and ±100 the full control effect
#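 Values derive from four-parameter Hill fits of normalized kinetic data: reads at 0 and 10 min following addition of 50 nM substrate to 10 nM Pol beta preincubated 15 min with compound.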
# BLM inh = Bloom syndrome helicase (human) inhibition | P54132 | recombinant BLM DNA unwinding, fluorescence dequenching | Potency, µM (highest dose often 56.1 µM), inactives show top-dose activity change, negative = inhibition, most hits filed as inhibitors | hit rate 0.2% among 350,000;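 further: potency means the concentration at half of the fitted maximal effect; plate controls were vehicle for no effect and no enzyme for full effect; nearly all actives have a fitted effect of over 35% in size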
# APEX1 inh = blocks human APE1 abasic DNA cleavage | P27695 | recombinant APE1, TAMRA/BHQ-2 abasic DNA cleavage fluorescence | Potency, µM (top dose mostly 65.8 µM), for the others: top-dose activity change, negative = inhibition, most hits filed as inhibitors | hit rate 0.35% among 350,000;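 further: potency means the concentration at half of the fitted maximal effect; plate controls were vehicle for no effect and reference inhibitor for full effect; nearly all actives have a fitted effect of over 55% in size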
#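 Incision of a quenched TAMRA/BHQ-2 THF abasic-site duplex (50 nM) by 0.75 nM APE1, after 15 min compound preincubation, measured as fluorescence increase over three 60 s reads. Values normalized to buffer, DMSO and NSC13755 control wells.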
# Pol eta inh = DNA polymerase eta (human) inhibition. Q9Y253. recombinant Pol eta, fluorescent DNA replication assay. Potency, µM (titrated, usually from 114 µM), for the others: at the highest dose activity change, negative = inhibition, hits mostly inhibitors. hit rate 1.2% among 390,000; further: potency means the concentration at half of the fitted maximal effect; on the % scale 0 is the no-effect control and ±100 the full control effect
# Target sequence (Q9Y253 whole entry, looked up): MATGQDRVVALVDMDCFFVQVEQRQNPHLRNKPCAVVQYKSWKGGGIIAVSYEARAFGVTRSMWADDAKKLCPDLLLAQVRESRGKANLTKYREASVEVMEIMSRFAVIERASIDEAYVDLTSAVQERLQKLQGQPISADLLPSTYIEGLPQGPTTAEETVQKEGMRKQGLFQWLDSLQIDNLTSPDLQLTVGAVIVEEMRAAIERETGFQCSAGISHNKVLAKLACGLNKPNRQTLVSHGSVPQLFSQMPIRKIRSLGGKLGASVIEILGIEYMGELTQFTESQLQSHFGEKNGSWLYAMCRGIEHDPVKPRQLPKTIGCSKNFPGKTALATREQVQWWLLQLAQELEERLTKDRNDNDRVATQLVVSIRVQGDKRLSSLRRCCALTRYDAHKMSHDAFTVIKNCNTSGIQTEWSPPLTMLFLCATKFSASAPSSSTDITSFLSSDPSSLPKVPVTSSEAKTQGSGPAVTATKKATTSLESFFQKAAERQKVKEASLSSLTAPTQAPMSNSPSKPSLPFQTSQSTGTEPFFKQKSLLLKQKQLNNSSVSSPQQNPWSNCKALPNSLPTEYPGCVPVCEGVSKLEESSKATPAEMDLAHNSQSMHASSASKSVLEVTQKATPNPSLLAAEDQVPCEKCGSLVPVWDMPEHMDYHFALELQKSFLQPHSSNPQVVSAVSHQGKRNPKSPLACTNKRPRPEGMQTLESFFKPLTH
#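 Pol eta (10 nM) was preincubated with compounds for 15 min at room temperature, after which fluorescent replication substrate (50 nM final) was added to start the reaction. Fluorescence was read kinetically at 0 and 10 min.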
# Pol iota inh = inhibitors of human DNA polymerase iota; Pol iota fluorescent replication assay, 10 min; hit rate 1% among 390,000; Potency, µM (doses to about 115 µM), inactives show top-dose activity, negative = inhibition, actives largely listed as inhibitors; further: potency means the concentration at half of the fitted maximal effect
#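 Fluorescent replication assay read twice, at 0 min and 10 min after adding 50 nM (final) substrate. Enzyme (10 nM) and compounds were first incubated 15 min at room temperature; enzyme-free buffer wells were negative controls.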
# Pol kappa inh = DNA polymerase kappa (human) inhibition; hit rate 0.53% among 400,000; Potency, µM (titrated, usually from 107 µM), without a hit: top-dose activity, negative = inhibition, hits mostly inhibitors; Q9UBT6; purified Pol kappa, fluorescent DNA synthesis assay, 10 min; further: potency means the concentration at half of the fitted maximal effect; on the % scale 0 is the no-effect control and ±100 the full control effect
#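 Kinetic fluorescence screen: compound preincubated 15 min RT with 10 nM enzyme; 50 nM substrate (final) initiates; reads at 0/10 min.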
# GRP78 ERSR act = inducers of ER stress response in human glioma cells | Potency, µM, without a hit: top-dose activation, most hits filed as activators | hit rate 0.02% among 420,000 | U87-MG GRP78 promoter luciferase reporter, 16 h; further: potency means the concentration at half of the fitted maximal effect; series mostly up to about 76 µM; % of control where 0% means no effect; nearly all actives have a fitted effect of over 35% in size
#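 ERSR induction read as luciferase luminescence (Bright-Glo, 10 min at room temperature) in stably transfected human U87-MG glioma cells exposed to compounds for 16 h, using GRP78 as sensor.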
# The depositor's hits bear a star; ? = inconclusive; · = not tested or not shown; [ ] = another dose, or the depositor's remark. Unless noted, the call rests on the fitted dose curve; in most records, active means well fitted curve in the direction sought with a large enough effect; inconclusive means small, poorly fitted or top-dose-only effect, or another doubt; inactive means no such curve, though single readings can be large; an effect the other way counts as inactive or inconclusive. Only part of the results is shown; rates above refer to the full screens.
Molecule	Anesthetic bind	LDHA inh	Pol beta inh	BLM inh	APEX1 inh	Pol eta inh	Pol iota inh	Pol kappa inh	GRP78 ERSR act
Cc1cc(C)n(-c2nc(C)nc(NCc3ccccc3)n2)n1	-8%	-2	1%	1%	-5%	-13%	7%	4%	1%
CC1CCCN(CCCNC(=O)C2CC(=O)N(c3ccc(F)c(Cl)c3)C2)C1 (stereo unspecified)	-12%	0	85%	2%	-1%	1%	?	0%	-5%
CC(C)c1nc2oc3c(NCc4cccnc4)ncnc3c2c2c1CCC2	-14%	-10	-9%	-10%	-1%	?	19%	-12%	3%
CC1(C)Cc2nc3sc(C(=O)NCCCO)c(N)c3cc2CS1	-15%	1	-17%	-3%	3%	-10%	27%	-10%	0%
CCOC(=O)c1ccccc1Nc1cc(C)nc2nc(-c3ccco3)nn12	-5%	-8	?	1%	·	·	?	-15%	0%
Cc1ccc2c(c1)-c1onc(C(=O)N3CCN(c4cccc(C)c4C)CC3)c1CO2	0%	1	-8%	-1%	·	1%	19%	-6%	0%
COc1cccc(CNC(=O)Cc2c(C(=O)O)[nH]c3ccccc23)c1	-2%	0	5%	-1%	-5%	-13%	-1%	-6%	-3%
CC(=O)Nc1cc(NC(=O)C2C3C=CC(C3)C2C(=O)O)ccc1Cl (stereo unspecified)	-10%	0	19%	2%	-4%	-6%	7%	8%	-3%
CCOC(=O)Cc1ccc(NC(=O)N2CC(CC)Oc3ccccc32)cc1 (stereo unspecified)	6%	-3	18%	3%	·	-6%	11%	4%	-1%
COc1cc2cc(CN(CCCN3CCOCC3)Cc3nnnn3Cc3ccccc3)c(=O)[nH]c2cc1OC	12%	0	14%	-7%	1%	-4%	49%[activator]	-15%	1%
COc1ccc(C(=O)NCCN2C(=O)S/C(=C\c3cccnc3)C2=O)cc1[N+](=O)[O-]	-1%	0	24%	-1%	2%	-4%	22%	-2%	?
N/C(=N\OC(=O)c1cccs1)c1cccc([N+](=O)[O-])c1	-18%	-9	44%	-7%	13%	4%	1%	-10%	5%
COC(=O)c1ccc(OC(=O)/C=C/c2ccco2)cc1	66%[activator]	-8	?	-3%	-4%	-19%	-23%	-36%	-3%
O=C(CCS(=O)(=O)Cc1ccc(Cl)cc1)NCCCN1CCOCC1	-11%	-7	32%	0%	0%	-1%	6%	-6%	-2%
O=C(NCc1ccccn1)c1cc2ccccc2oc1=O	-6%	-7	-1%	-8%	9%	-12%	1%	0%	-3%
COc1ccc(NC(=O)CN2CCN(Cc3ccccc3)S2(=O)=O)c(OC)c1	27%	1	0%	-1%	·	-20%	9%	0%[60.1 µM]	-1%
COc1ccc(/C=C/C(=O)OCC(=O)NC2CCCC2)c(OC)c1	·	-19	·	·	-8%	-19%	7%	-13%	-3%
COc1cc(OC)c(/C=C/c2cc[n+](C)c3ccccc23)c(OC)c1	·	-19	·	·	·	·	9%	1%	-3%
Clc1ccc(Cc2noc(Cc3ccccc3)n2)cc1Cl	-4%	1	1%	-2%	0%	-6%	-16%	0%	3%
CCOC(=O)C1(Cc2ccccc2Cl)CCN(S(C)(=O)=O)CC1	-8%	-12	10%	-1%	-1%	?	146%[activator]	-8%	-2%
Cc1onc(-c2ccccc2Cl)c1C(=O)Nc1cccc2nsnc12	-8%	-3	2%	-4%	-3%	-3%	4%	-4%	0%
COc1ccc(N2CCn3c2nc2c3c(=O)n(CCCc3ccccc3)c(=O)n2C)c(OC)c1	-14%	-2	26%	-3%	-4%	-3%	12%	-17%	0%
COCCCn1c(-c2cccc(Cl)c2)nc2c1c(=O)[nH]c(=O)n2Cc1ccccc1	-15%	-6	28%	-2%	-4%	-21%	51%[activator]	-13%	4%
COCCNC(=O)c1onc(CSc2ccccc2)c1C(=O)O	-8%	-17	36%	-1%	-9%	-7%	0%	-1%	1%
CC(C)(C)c1nn(-c2ccccc2)c2[nH]c(=O)c(CNCc3ccco3)cc12	?	-7	-8%	-10%	0%	-5%	?	-4%	-10%

# Reprinted from the part before: 7 entries; new compounds follow.
Molecule	Anesthetic bind	LDHA inh	Pol beta inh	BLM inh	APEX1 inh	Pol eta inh	Pol iota inh	Pol kappa inh	GRP78 ERSR act
Clc1ccc(Cc2noc(Cc3ccccc3)n2)cc1Cl	-4%	1	1%	-2%	0%	-6%	-16%	0%	3%
CCOC(=O)C1(Cc2ccccc2Cl)CCN(S(C)(=O)=O)CC1	-8%	-12	10%	-1%	-1%	?	146%[activator]	-8%	-2%
Cc1onc(-c2ccccc2Cl)c1C(=O)Nc1cccc2nsnc12	-8%	-3	2%	-4%	-3%	-3%	4%	-4%	0%
COc1ccc(N2CCn3c2nc2c3c(=O)n(CCCc3ccccc3)c(=O)n2C)c(OC)c1	-14%	-2	26%	-3%	-4%	-3%	12%	-17%	0%
COCCCn1c(-c2cccc(Cl)c2)nc2c1c(=O)[nH]c(=O)n2Cc1ccccc1	-15%	-6	28%	-2%	-4%	-21%	51%[activator]	-13%	4%
COCCNC(=O)c1onc(CSc2ccccc2)c1C(=O)O	-8%	-17	36%	-1%	-9%	-7%	0%	-1%	1%
CC(C)(C)c1nn(-c2ccccc2)c2[nH]c(=O)c(CNCc3ccco3)cc12	?	-7	-8%	-10%	0%	-5%	?	-4%	-10%
CC1COC(=O)O1 (stereo unspecified)	0%	·	·	2%	1%	·	·	18%[60.1 µM]	-3%
O=C(Sc1cccc2cccnc12)c1ccc(F)cc1	-12%	·	3%	-3%	21%	·	·	·	·
Cc1ccccc1N(CC(=O)Nc1ccc(F)cc1)S(C)(=O)=O	-6%	-1	-7%	-5%	1%	-13%	-4%	-6%	-3%
CCOc1cccc(OCCOCCNC(C)(C)C)c1	-6%	-32*	6%	-4%	-1%	3%	15%	-5%	-4%
COc1ccc(C(=O)NNC(=O)CSc2nc3c([nH]2)c(=O)n(C)c(=O)n3C)cc1	-2%	2	-4%	-1%	18%	-2%	-5%	13%	-4%
CCOC(=O)NCC(C#CCN(CC)CC)N(CC)CC (stereo unspecified)	-5%	2	4%	1%	-4%	-16%	36%[activator]	-9%	0%
Cc1ccc(Nc2nc(N)nc(CSc3nncn3C)n2)cc1	33%[activator]	3	7%	6%	7%	-9%	7%	3%	-5%
CC1(C)CC2(CCO1)OC(=O)CC2C(=O)Nc1c(Cl)cccc1Cl (stereo unspecified)	3%	-12	-2%	-1%	10%	9%	17%	-3%	-4%
O=C(Nc1cccc(-c2nc3cccnc3s2)c1)C1c2ccccc2Oc2ccccc21	-1%	-5	-15%	10µM*	?	8.9µM*	-74%	-6%	3%
Cc1cccc(NC2=C(C#N)C(=O)NC3(CCCC3)S2)c1	5%	0	23%	-2%	5%	-2%	-6%	3%	-3%
CC1=C(C(=O)Nc2cc(C)ccc2C)C2(CCCCCC2)OC1=O	-13%	-3	-11%	-3%	·	14%	7%	-1%	-3%
COc1ccc(CN2C(=O)C(NC(=O)c3ccccc3C)(C(F)(F)F)N=C2c2ccccc2)cc1 (stereo unspecified)	-19%	1	-7%	-9%	·	-13%	2%	-5%	-3%
Cn1c(CC(=O)Nc2ccccc2F)nnc1SCC(=O)NC1CCCC1	-3%	1	10%	-6%	21%	-18%	69%[activator]	7%	-4%
Cc1ncoc1C(=O)N1CCCC(C(=O)c2ccc(C(F)(F)F)cc2)C1 (stereo unspecified)	-11%	-6	0%	1%	7%	-19%	53%[activator]	0%	9%
CN(Cc1ccccc1)c1nc2c(c(=O)[nH]c(=O)n2C)n1Cc1ccccc1Cl	-7%	-1	-13%	-2%	9%	-6%	8%	-13%	-3%
COC(CNC(=O)C1CCN(C(=O)c2cc3oc(C)cc3n2Cc2c(F)cccc2Cl)CC1)OC	-5%	-6	-12%	1%	31%	-22%	90%[activator]	2%	-6%
COc1ccc(S(=O)(=O)N2CCc3ccccc32)cc1C(=O)Nc1ccc(C(N)=O)cc1	·	0	·	·	0%	-12%	89µM*	-10%	-4%
COC(=O)N[C@@H]1C[C@H]2[C@@H]3CC[C@H]4C[C@@H](OC)CC[C@]4(C)[C@H]3CC[C@]12C	·	1	·	·	13%	-12%	-22%	5%	-4%
Cn1c(=O)c(C(=O)CN2CCc3ccccc32)c(N)n(Cc2ccccc2)c1=O	3%	0	10%[57.1 µM]	-5%	0%	-14%	101%[activator]	-4%	-6%
COc1cccc(CN2CCN(Cc3cccn3-c3cccnc3)CC2CCO)c1 (stereo unspecified)	-6%	-4	49%	0%	0%	-2%	?	-1%	-4%
CNC(=O)NC(=O)CSc1nc2sccc2c(=O)n1-c1ccccc1	-11%	-6	2%	-2%	-2%	8%	-23%	-6%	0%
Cc1cc(C)cc(N2CCCC2=O)c1	-2%	-7	2%	-3%	8%	-10%	-3%	-3%	0%
CCCCOC(=O)C1=C(C)NC(=O)NC1c1ccc([N+](=O)[O-])s1 (stereo unspecified)	-9%	-4	0%	-3%	-2%	-27%	89µM*	?	-4%
CC1CCCCN1C(=O)CSc1n[nH]c(-c2ccccc2Cl)n1 (stereo unspecified)	-13%	3	9%	-2%	·	1%	-2%	-10%[60.1 µM]	0%

# Reprinted at random: 2 compounds from above
Molecule	Anesthetic bind	LDHA inh	Pol beta inh	BLM inh	APEX1 inh	Pol eta inh	Pol iota inh	Pol kappa inh	GRP78 ERSR act
COC(CNC(=O)C1CCN(C(=O)c2cc3oc(C)cc3n2Cc2c(F)cccc2Cl)CC1)OC	-5%	-6	-12%	1%	31%	-22%	90%[activator]	2%	-6%
COCCCn1c(-c2cccc(Cl)c2)nc2c1c(=O)[nH]c(=O)n2Cc1ccccc1	-15%	-6	28%	-2%	-4%	-21%	51%[activator]	-13%	4%

# Assay outcomes deposited in PubChem by National Center for Advancing Translational Sciences (NCATS).
